OXTR ag = human OXTR agonists, primary screen, fluorescence, CHO-OTR cells, Fluo-8 calcium. Oxytocin receptor (Homo sapiens), P30559. Fluo-8 calcium fluorescence; normalized: DMSO 0%, oxytocin 100%. activation, % at 3 µM. actives 0.32% (n = 320,000). AID 2435, 2010;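 active means activation above the mean of all tested compounds plus 3 SD, cutoff set per screening run, cut at about 20% in these data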;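 further: peak over basal fluorescence ratio from a 100 s FLIPR kinetic read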
Target sequence (P30559 whole entry, looked up): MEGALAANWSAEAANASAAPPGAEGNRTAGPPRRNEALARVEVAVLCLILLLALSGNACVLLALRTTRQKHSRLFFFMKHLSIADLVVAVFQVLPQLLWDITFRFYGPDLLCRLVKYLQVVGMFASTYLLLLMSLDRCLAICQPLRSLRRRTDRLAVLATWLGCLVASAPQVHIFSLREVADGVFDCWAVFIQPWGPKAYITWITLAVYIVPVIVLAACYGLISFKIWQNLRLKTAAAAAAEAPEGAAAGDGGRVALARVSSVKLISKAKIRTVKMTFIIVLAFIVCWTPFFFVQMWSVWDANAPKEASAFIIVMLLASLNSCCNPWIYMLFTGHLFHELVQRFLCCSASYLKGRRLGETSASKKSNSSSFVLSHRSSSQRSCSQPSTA
OXTR potentiate = human OXTR potentiators, primary screen, fluorescence, CHO-OTR cells, Fluo-8 calcium; Oxytocin receptor (Homo sapiens), P30559; Fluo-8 calcium fluorescence, potentiator mode; 0% = oxytocin EC15, 100% = EC100; activation, % at 3 µM; actives 0.061% (n = 320,000); AID 2445, 2010;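 active means activation above that plate's cutoff, the mean activation of tested compounds plus 3 SD, cut at about 6.6% in these data, passing the limit was not always enough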;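 further: 100% uses oxytocin at 75 nM as the full agonist control; some results filed as inactive read as strong as hits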
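Replication – single well per compound, singlicate · Assay system – CHO cell line stably expressing human OTR · Timing – 6 min pre-incubation, 100 s read · Measure – normalized max/min fluorescence ratio, % activation · Doses – 3.0 µM, one dose · Detection – Fluo-8 calcium dye fluorescence · Probe or stimulus – oxytocin near EC15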
M1 PAM parental = nonselective calcium activators in parental CHO-K1 cells, primary screen, counter-screen for M1 PAM project, cell-based, Fluo-8 calcium fluorescence, full deck, 1536-well | ATP EC20; 0% at ATP EC20, 100% at ATP max | activation, % at 3 µM | actives 0.02% (n = 360,000) | AID 602247, 2012;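 active means activation above the run cutoff, the mean activation of all test compounds plus 3 SD, cut at about 40% in these data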;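 further: peak over basal fluorescence ratio in a 140 s read after ATP addition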
CHO parental Ca = ATP-evoked calcium signal inhibitors, parental CHO, primary screen, counter-screen for OX1R antagonist project, cell-based, fluorescence, Fluo-8 calcium dye; parental CHO-K1, ATP-induced calcium, Fluo-8 fluorescence; inhibition, % at 5.6 µM; actives 0.63% (n = 330,000); AID 463079, 2010;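 active means inhibition above that plate's mean sample inhibition plus 3 SD, cut at about 26% in these data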;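 further: 0% = ATP-challenged DMSO wells and 100% = DMSO wells without ATP; some compounds past the cut are filed as inactive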
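Assay system: parental CHO cells; Read-out basis: percent inhibition of ATP-evoked calcium rise, normalized to controls; Benchmarks: ATP and no-ATP DMSO wells; Compound dosing: single nominal dose of 5.6 µM per compound; Signal: Fluo-8 calcium dye fluorescence; Also added: ATP as calcium-mobilizing challenge; Repeats: singlicate.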
GPR7 antag = GPR7 receptor antagonists, primary screen, cell-based, fluorescence, single concentration | Neuropeptides B/W receptor type 1 (Homo sapiens), P48145 | GPR7-expressing cells, fluorescence antagonist assay | inhibition, % at 4.4 µM | actives 1.1% (n = 290,000); in the data active means inhibition above about 16%, passing the limit was not always enough;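 further: cells stimulated with the agonist NPW; 0% = agonist with vehicle and 100% = vehicle without agonist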
Target sequence (P48145 whole entry, looked up): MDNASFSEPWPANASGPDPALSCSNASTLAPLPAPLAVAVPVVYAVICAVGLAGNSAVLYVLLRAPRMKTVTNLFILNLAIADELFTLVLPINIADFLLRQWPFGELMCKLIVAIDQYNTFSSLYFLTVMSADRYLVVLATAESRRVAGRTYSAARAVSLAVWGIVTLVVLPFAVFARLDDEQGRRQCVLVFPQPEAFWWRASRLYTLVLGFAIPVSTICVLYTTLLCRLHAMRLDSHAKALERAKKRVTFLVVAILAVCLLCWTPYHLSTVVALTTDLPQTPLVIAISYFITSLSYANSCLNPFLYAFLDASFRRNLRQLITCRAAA
TAAR1 antag = human TAAR1 antagonists, primary screen, Fluo-8 calcium fluorescence, CHO RD-HGA16 cells | AID 624466, 2012 | inhibition, % at 3 µM | actives 1.5% (n = 360,000) | antagonist | Trace amine-associated receptor 1 (Homo sapiens), Q96RJ0;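 active means inhibition above a per-plate cutoff, the mean inhibition of test compounds on that plate plus 3 SD, cut at about 49% in these data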;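 further: 0% = DMSO plus EC80 beta-PEA response and 100% = DMSO alone without agonist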
Target sequence (Q96RJ0 whole entry, looked up): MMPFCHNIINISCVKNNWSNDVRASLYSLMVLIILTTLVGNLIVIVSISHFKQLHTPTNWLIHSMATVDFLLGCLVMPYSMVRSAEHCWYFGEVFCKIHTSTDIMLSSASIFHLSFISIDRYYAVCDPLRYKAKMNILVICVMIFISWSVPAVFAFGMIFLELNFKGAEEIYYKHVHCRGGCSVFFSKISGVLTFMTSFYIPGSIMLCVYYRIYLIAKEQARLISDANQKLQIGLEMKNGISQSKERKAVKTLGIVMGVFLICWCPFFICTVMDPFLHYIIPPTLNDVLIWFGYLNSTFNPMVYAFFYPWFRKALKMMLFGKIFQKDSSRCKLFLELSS
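test system = CHO RD-HGA16 cells bearing hTAAR1 | replication = singlicate | controls = DMSO-only wells and EC80 β-PEA-stimulated wells | reagent = EC80 β-phenethylamine stimulus | read-out basis = percent inhibition of PEA-evoked calcium signal, max/basal emission ratio | schedule = seeding 17-24 h prior, 75-min 37 °C, 30-min RT dye loading | signal = kinetic Fluo-8 calcium fluorescence measurement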
CHO-K1 Ca ag = counter-screen for M1 agonists: effect in parental CHO-K1 cells | Fluo-8 calcium fluorescence; scaled to maximal ATP response, vehicle zero | activation, % at 3 µM | actives 0.48% (n = 360,000); in the data active means activation above about 15%;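 further: untransfected CHO-K1 host cells lacking M1 receptor as counterscreen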
CHO-K1 Ca antag = nonselective inhibitor or artifact in parental CHO-K1 cells. ATP-induced calcium, Fluo-8 fluorescence. inhibition, % at 3 µM. actives 0.6% (n = 360,000);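 active means inhibition above a per-plate cutoff, the plate's mean sample inhibition plus 3 SD, cut at about 24% in these data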;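 further: 0% = DMSO plus EC80 ATP and 100% = DMSO alone without ATP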
V1aR counter = agonists of human V1a receptor, primary screen, counter-screen for OXTR agonist project, fluorescence, CHO-V1R cells | Vasopressin V1a receptor (Homo sapiens), P37288 | Fluo-8 calcium fluorescence, agonist mode; 0% DMSO, 100% 3 nM vasopressin | activation, % at 3 µM | actives 0.25% (n = 320,000);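 active means activation above the mean activation of all tested compounds plus 3 SD, per screening run, cut at about 20% in these data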;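 further: signal is peak over basal fluorescence ratio across a 100 second FLIPR read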
* hit, by the source's call; x = not tested or not shown.

1: CCC(Sc1nc(C)cc(C)n1)C(=O)Nc1cc(C)on1 (stereo unspecified)
2: COC(=O)CCCCC1SCC(NC(=O)OC)C1NC(=O)OC (stereo unspecified)
3: Cc1cc(CN(C)C(=O)c2cc(COc3ccc(F)cc3Cl)on2)n[nH]1
4: CCSc1ccc2cc(OC)ccc2[n+]1CC
5: Cc1cc(-c2n[nH]c(=S)n2/N=C/c2cc([N+](=O)[O-])ccc2Cl)n[nH]1
6: CN(c1ccccc1)S(=O)(=O)c1ccc(C(=O)OCC(=O)NCc2ccco2)cc1
7: CC(C)(C)OC(=O)N1CCC(CNC(=O)Nc2ccccc2)CC1
8: COc1cc(NC(=S)N2CCN(S(=O)(=O)c3ccc(C)cc3)CC2)cc(OC)c1

Screen / compound no.	1	2	3	4	5	6	7	8
OXTR ag	-0.8	0.7	1.9	-0.4	x	0.7	-0.1	-0.6
OXTR potentiate	-4	1	-28	-4	x	-10	-1	-10
M1 PAM parental	-3	-6	-18	-2	0	18	7	3
CHO parental Ca	-20	-5	-11	2	x	-12	-3	-13
GPR7 antag	-11	-7	4	-1	0	-5	-11	-16
TAAR1 antag	-18	-2	19	1	10	7	1	3
CHO-K1 Ca ag	-0.3	0.1	0.2	4.0	-0.1	1.0	2.1	1.5
CHO-K1 Ca antag	1	-10	5	10	1	-8	-7	-6
V1aR counter	-0.7	0.9	3.5	0.9	x	1.7	-0.5	-0.2

9: CC(C)(C)c1ccc(C(=O)N/N=C/c2ccc(OCCCF)cc2)cc1
10: Cc1nnc(SCc2ccccc2)nc1/C=C/NOCc1ccc(Cl)cc1Cl
11: COc1ccccc1Nc1nc(NCC(C)C)nc(N)c1[N+](=O)[O-]
12: Cc1onc(-c2c(Cl)cccc2Cl)c1-c1nnc(-c2ccc(Cl)cc2)o1
13: CCOC(=O)CN1NC2(CCCCCC2)NC1=S
14: C=CCSc1nnc(NC(=O)CN2C(=O)NC3(CCCC3)C2=O)s1
15: COc1ccc(C2=CCN3CCCCC3C2)c(-c2ccc(OC)c(OC)c2)c1 (stereo unspecified)
16: CCOC(=O)Cc1csc(SCC(=O)/C(C#N)=C(\C)N)n1

Screen / compound no.	9	10	11	12	13	14	15	16
OXTR ag	8.7	-1.8	-2.5	-1.5	-0.2	0.4	1.6	0.1
OXTR potentiate	-8	-12	4	-8	2	-1	2	-9
M1 PAM parental	6	7	33	21	-20	19	18	21
CHO parental Ca	-10	-27	-34	-22	-1	-16	-19	-2
GPR7 antag	-17	2	-15	-20	2	-4	x	3
TAAR1 antag	48	-4	-27	7	6	-1	2	-4
CHO-K1 Ca ag	0.9	0.2	0.9	1.1	1.2	0.2	0.2	2.7
CHO-K1 Ca antag	-6	-5	-13	-12	-2	-3	-9	-8
V1aR counter	0.0	-0.1	-0.6	0.9	-0.4	1.6	0.5	1.8

17: CN(C)Cc1ccccc1-c1cccc2nccn12
18: O=c1cc(N2CCN(c3ccccc3)CC2)[nH]c(=O)n1C1CCCCC1
19: COC(=O)c1cc(C(=O)NCC2CCCCC2)cc([N+](=O)[O-])c1
20: Cc1nn(-c2ccccc2)nc1CNC(=O)C1CCC1
21: CC(=O)c1c(C(C)=O)c(C)n(Cc2ccc(Cl)cc2)c1C
22: CCC1CCCCN1C(=O)CSc1nc(N)cc(=O)[nH]1 (stereo unspecified)
23: O=C(O)CNC(=S)N(Cc1ccccc1F)C1CCCCC1
24: CCN(CC)S(=O)(=O)c1ccc(N2CCOCC2)c(NC(=O)CCOc2ccccc2)c1

Screen / compound no.	17	18	19	20	21	22	23	24
OXTR ag	x	1.5	0.5	-1.9	10	0.0	1.2	-0.2
OXTR potentiate	x	1	6	-6	-11	-9	-4	-2
M1 PAM parental	5	0	7	14	13	-21	17	-13
CHO parental Ca	x	-5	-16	-16	1	-6	6	-17
GPR7 antag	x	0	-9	-8	4	-8	-5	-9
TAAR1 antag	-20	11	7	-1	15	-1	-18	-14
CHO-K1 Ca ag	-0.1	10	1.3	3.7	8.0	0.1	0.8	0.6
CHO-K1 Ca antag	-14	4	-13	-8	-5	12	-9	-2
V1aR counter	x	0.8	2.6	-2.1	8.5	2.1	-0.2	-0.4

25: N=C1C(c2ccccc2)=C(O)CN1c1cccc2ccccc12
26: CN(CC(=O)Nc1ccccc1Cl)C(=O)COC(=O)c1cnccn1
27: COc1ccccc1Oc1ccc2c(c1)C(=O)N(c1ccc(C)cc1)C2=O
28: CC(C)(C)c1nc(NCCO)c2nnn(Cc3ccccc3)c2n1
29: Cc1ccccc1NC(=S)N1CCN(Cc2ccccc2)CC1
30: CC(=O)NCCC(=O)Nc1sc2c(c1-c1nc3ccccc3[nH]1)CCCC2
31: CCc1ccc(C(=O)COC(=O)c2cc([N+](=O)[O-])ccc2N2CCOCC2)cc1
32: Cc1ccccc1-c1noc(C(C)NC(=O)c2ccco2)n1 (stereo unspecified)

Screen / compound no.	25	26	27	28	29	30	31	32
OXTR ag	1.5	-0.7	1.3	0.6	0.6	-1.5	-2.5	-0.1
OXTR potentiate	-1	-1	-9	-19	-16	-9	-10	-4
M1 PAM parental	-10	4	14	18	7	-5	-18	-1
CHO parental Ca	-10	-6	3	-28	-4	-32	-6	-12
GPR7 antag	-4	-17	-4	-18	-8	-11	x	-6
TAAR1 antag	-16	-13	-7	-16	14	17	10	-1
CHO-K1 Ca ag	0.7	0.8	0.9	1.0	0.1	1.1	-0.2	0.7
CHO-K1 Ca antag	4	1	-12	-9	-3	-5	0	-7
V1aR counter	1.0	-0.3	0.3	2.2	0.4	-0.9	-0.6	0.1

33: COc1ccccc1NC(=O)C(Sc1ccccc1)c1ccccc1 (stereo unspecified)
34: COc1ccc(C2c3[nH]c4ccccc4c3C[C@H]3C(=O)N(CCCO)CC(=O)N23)cc1OC (stereo partly specified)
35: CC[C@]12c3[nH]c4ccccc4c3CCN1C(=O)C(CC(=O)NCCCN(C)C)C[C@@H]2C(=O)N1CCN(C(=O)C2CC2)CC1 (stereo partly specified)
36: N#CCCN(CCC#N)S(=O)(=O)c1ccc(C(=O)Nc2nc(-c3ccccc3)c(C(=O)c3ccccc3)s2)cc1
37: COc1ccc(-c2csc(=Nc3c(C)n(C)n(-c4ccccc4)c3=O)n2C(C)(C)C)cc1
38: CCSC1=N/C(=C/c2ccsc2)C(=O)N1c1ccccc1
39: CC1(C)CC(=O)C2=C(C1)N(Cc1ccco1)C(=O)C2(NC(=O)C1CCCCC1)C(F)(F)F (stereo unspecified)
40: O=C(NC1CCCCC1)C(c1ccc2ncccc2c1)N(Cc1ccc(F)cc1)C(=O)c1ccc2c(c1)OCCO2 (stereo unspecified)

Screen / compound no.	33	34	35	36	37	38	39	40
OXTR ag	-0.8	-0.6	0.7	1.2	0.1	-2.3	-1.9	-1.1
OXTR potentiate	-2	0	-4	-5	-5	-6	-3	-9
M1 PAM parental	14	-6	2	18	3	11	10	4
CHO parental Ca	15	-2	-11	-8	-15	-30	-11	-24
GPR7 antag	-6	-10	x	0	13	-13	-5	-5
TAAR1 antag	7	-2	-10	-5	4	-13	-1	-29
CHO-K1 Ca ag	-0.5	-0.2	-0.4	3.2	-0.2	-0.4	0.3	-0.1
CHO-K1 Ca antag	-12	-19	4	-9	-9	-19	15	-13
V1aR counter	3.0	0.4	0.1	0.5	0.4	0.5	-1.7	1.5

41: O=C(CSc1nnc2ccccn12)NNC(=O)c1ccc(Br)cc1
42: CCN(CC)CCNC(=O)c1sc2ncn(CC(=O)Nc3ccc(C)c(Cl)c3)c(=O)c2c1C
43: COc1cc(SC)ccc1C(=O)Nc1cccc(C2OCCCO2)c1
44: COc1ccc(NC(=O)CCn2ccnc2)c(OC)c1
45: N#Cc1c(Cn2cncn2)nc(=O)n(-c2ccccc2)c1N
46: Cc1nn(C)cc1CN(C)C(=O)c1ccc(OC2CCN(Cc3ccccn3)CC2)cc1
47: CSc1nc2c(c(=O)[nH]1)C(c1cccc(Cl)c1)CC(=O)N2 (stereo unspecified)
48: O=C(/C=C/c1ccccc1)CC(=O)c1ccccc1O

Screen / compound no.	41	42	43	44	45	46	47	48
OXTR ag	-0.8	0.2	-1.2	0.5	-1.0	1.7	-1.3	-0.8
OXTR potentiate	1	-5	-6	-2	-7	-8	-15	-8
M1 PAM parental	15	26	13	-12	13	-7	-8	13
CHO parental Ca	-2	-16	-5	-8	-7	-2	-14	3
GPR7 antag	1	-8	-11	-3	-5	6	-10	-11
TAAR1 antag	-17	-9	16	-8	-8	-2	7	18
CHO-K1 Ca ag	-0.3	0.5	1.4	0.4	0.7	0.9	-0.2	-0.6
CHO-K1 Ca antag	-11	-8	-2	-11	-6	-11	15	-11
V1aR counter	1.0	0.3	0.4	-1.0	-0.1	3.2	0.9	-1.6

49: CC(C)(C)c1cc(N)n(-c2ccc(C(=O)O)cc2)n1
50: COc1ccccc1C(=O)N(C)c1nnc(-c2ccccc2)s1
51: O=C(COc1cccc2cccnc12)N/N=C1\SCC(=O)N1CCc1ccccc1
52: CC(C)CN1C(=O)C(=Nc2cccnc2)c2ccccc21
53: COc1ccccc1NC(=O)Nc1ccc2c(c1)OCCO2

Screen / compound no.	49	50	51	52	53
OXTR ag	0.7	-0.7	-0.2	-0.9	-1.8
OXTR potentiate	-1	-3	-7	2	-8
M1 PAM parental	12	8	0	15	-4
CHO parental Ca	-6	-22	-28	0	2
GPR7 antag	-3	33	-13	9	-1
TAAR1 antag	-9	-43	3	-16	-26
CHO-K1 Ca ag	0.4	1.4	5.0	0.2	-0.4
CHO-K1 Ca antag	-10	-3	-6	-19	-6
V1aR counter	-0.4	2.8	0.1	0.7	-0.5

Three compounds already listed, sorted by molar mass, lowest first.
52: CC(C)CN1C(=O)C(=Nc2cccnc2)c2ccccc21
53: COc1ccccc1NC(=O)Nc1ccc2c(c1)OCCO2
50: COc1ccccc1C(=O)N(C)c1nnc(-c2ccccc2)s1

Screen / compound no.	52	53	50
OXTR ag	-0.9	-1.8	-0.7
OXTR potentiate	2	-8	-3
M1 PAM parental	15	-4	8
CHO parental Ca	0	2	-22
GPR7 antag	9	-1	33
TAAR1 antag	-16	-26	-43
CHO-K1 Ca ag	0.2	-0.4	1.4
CHO-K1 Ca antag	-19	-6	-3
V1aR counter	0.7	-0.5	2.8
